BRCT inh red: qHTS Assay for Inhibitors of BRCT-Phosphoprotein Interaction (Red Fluorophore) | Breast cancer type 1 susceptibility protein (Homo sapiens), P38398 | BRCT-phosphopeptide binding, red fluorescence polarization | Potency, µM (doses to about 76.9 µM), for inactives: top-dose activity change, negative = inhibition, actives largely listed as inhibitors | 75,000 tested, 0.03% active | AID 892, 2007; also: % is scaled to controls: 0 for no effect and ±100 for the full control effect
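Rhodamine-labelled pBACH1 10-mer (100 nM) bound to BRCT domain (100 nM) at pH 7.3; compounds incubated 12 min room temperature, polarization read. Free peptide defines full inhibition; unlabelled decapeptide titrated as control.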
Rhodamine fluor: qHTS Assay for Spectroscopic Profiling in Rhodamine Spectral Region | Rhodamine-region fluorescence, 547/598 nm, Tris buffer; hits give high values | max dye-equivalent concentration, M | 59,000 tested, 0.05% active; in the data active = max dye-equivalent concentration above about 11 nM; inconclusive = between about 1.1 nM and that limit
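Steps: pin-transfer compounds into pH 8.0 Tris (100 mM), hold 15 min at room temperature, image with a 547/598 nm filter pair, and convert intensities to rhodamine-equivalent concentration using a six-point on-plate rhodamine series.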
Caspase-1 inhib: qHTS Assay for Allosteric/Competitive Inhibitors of Caspase-1. P29466. Caspase-1 enzyme, Ac-WEHD-AFC fluorogenic rate. Potency, µM (series often up to 57.5 µM), for inactives: at the highest dose activity change, negative = inhibition, usual class: inhibitors. 75,000 tested, 0.03% active. AID 900, 2007;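 also: potency is read from the fitted curve at half-maximal effect; plate controls were vehicle for no effect and no substrate for full effect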
Target sequence (P29466 120-297 limits assumed): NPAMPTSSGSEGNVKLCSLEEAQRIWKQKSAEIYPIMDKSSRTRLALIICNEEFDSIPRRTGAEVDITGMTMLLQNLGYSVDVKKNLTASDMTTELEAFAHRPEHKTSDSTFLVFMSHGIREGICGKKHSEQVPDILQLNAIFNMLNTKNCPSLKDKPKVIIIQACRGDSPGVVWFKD
Target sequence (P29466 317-404 limits assumed): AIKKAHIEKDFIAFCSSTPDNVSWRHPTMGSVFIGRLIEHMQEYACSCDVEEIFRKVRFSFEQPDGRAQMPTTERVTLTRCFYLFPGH
USP2a inh: qHTS Assay for Inhibitors of Ubiquitin-specific Protease USP2a; USP2a enzymatic assay, qHTS inhibition; AID 927, 2007; Ubiquitin carboxyl-terminal hydrolase 2 (Homo sapiens), O75604; Potency, µM (titrated, usually from 38.3 µM), without a hit: top-dose activity change, negative = inhibition, actives largely listed as inhibitors; 60,000 tested, 0.1% active;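 also: potency is read from the fitted curve at half-maximal effect; nearly all actives have a fitted effect of over 60% in size; plate controls were DMSO for no effect and NEM full inhibition control for full effect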
Target sequence (O75604 whole entry, looked up): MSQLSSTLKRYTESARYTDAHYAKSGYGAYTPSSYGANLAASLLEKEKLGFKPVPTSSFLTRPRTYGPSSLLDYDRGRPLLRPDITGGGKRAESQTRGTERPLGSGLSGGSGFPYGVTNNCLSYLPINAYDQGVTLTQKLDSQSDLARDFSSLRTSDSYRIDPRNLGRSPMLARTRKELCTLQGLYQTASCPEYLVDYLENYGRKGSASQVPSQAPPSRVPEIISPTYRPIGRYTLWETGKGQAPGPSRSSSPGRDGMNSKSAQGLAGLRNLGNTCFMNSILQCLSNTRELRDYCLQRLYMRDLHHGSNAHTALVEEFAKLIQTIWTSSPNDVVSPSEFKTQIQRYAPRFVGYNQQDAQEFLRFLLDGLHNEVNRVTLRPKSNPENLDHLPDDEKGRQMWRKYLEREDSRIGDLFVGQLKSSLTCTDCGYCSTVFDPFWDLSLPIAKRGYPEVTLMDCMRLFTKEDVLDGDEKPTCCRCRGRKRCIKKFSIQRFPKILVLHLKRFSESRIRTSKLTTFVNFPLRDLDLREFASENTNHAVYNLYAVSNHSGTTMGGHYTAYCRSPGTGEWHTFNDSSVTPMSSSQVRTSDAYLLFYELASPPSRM
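Coupled readout: USP2-cleaved Ub-PLA2 (20nM final) turns over NBD C6-HPC (20uM final), Ex 460nm/Em 535nm after 2.5 h, time-zero read flagging artifacts. Enzyme (20nM final, pH 8.0 Tris) given 30 min RT with compound first; NEM defines full inhibition.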
Texas Red fluor: qHTS Assay for Spectroscopic Profiling in Texas Red Spectral Region; Compound fluorescence, Texas Red channel, 547/618 nm; hits give high values; max dye-equivalent concentration, M; 59,000 tested, 0.06% active; in the data active = max dye-equivalent concentration above about 10 nM; inconclusive = between about 1.1 nM and that limit
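qHTS profiling of intrinsic compound fluorescence; 100 mM Tris pH 8.0; 15 min RT; ex 547 / em 618 nm; response expressed as Texas Red dye-equivalent concentration from six-point plate standard.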
4MU fluor: qHTS Assay for Spectroscopic Profiling in 4-MU Spectral Region | compound autofluorescence, 340/450 nm, 4-MU equivalents; hits give high values | max dye-equivalent concentration, M | 59,000 tested, 11% active | AID 589, 2007; in the data active = max dye-equivalent concentration above about 10 nM; inconclusive = mostly about 1.1 nM to 9.6 nM
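Compounds in 100 mM Tris, pH 8.0, sat 15 min at room temperature before fluorescence was read at 340 nm excitation/450 nm emission; a per-plate six-point 4-MU standard curve converted signals to dye-equivalent concentration at each compound concentration.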
Fluorescein autfl: qHTS Assay for Spectroscopic Profiling in Fluorescein Spectral Region | AID 593, 2007 | 59,000 tested, 0.91% active | max fluorescein-equivalent concentration, M | Compound autofluorescence, 480/540 nm, fluorescein-equivalent; hits give high values; in the data active = max fluorescein-equivalent concentration above about 10 nM; inconclusive = between about 1.1 nM and that limit
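Normalized response (dye-equivalent concentration) derives from comparing each well's 540 nm emission, under 480 nm excitation, with plate-resident fluorescein standards. Compounds were held in 100 mM Tris, pH 8.0, for 15 min at room temperature.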
HEK293 cAMP cs: qHTS Assay for Agonists of the Thyroid Stimulating Hormone Receptor: Activators of Intracellular cAMP Concentrations in Parental HEK 293 | parental HEK293 CNG cAMP sensor, membrane potential fluorescence | Potency, µM (series often up to 57.1 µM), for the others: at the highest dose activation, hits mostly activators | 73,000 tested, 2.5% active; also: potency is read from the fitted curve at half-maximal effect; % of control where 0% means no effect; nearly all actives have a fitted effect of over 55% in size
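Parental HEK 293 cells stably expressing a cAMP-gated CNG channel were loaded with membrane potential dye containing 100 uM RO 20-1724 for 60 min. Compound added for 30 min; depolarization read as fluorescence intensity at 590 nm.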
A350 fluor: qHTS Assay for Spectroscopic Profiling in A350 Spectral Region | Compound autofluorescence, 340/450 nm, Alexa 350 dye-equivalents; hits give high values | max dye-equivalent concentration, M | 59,000 tested, 11% active | AID 590, 2007; in the data active = max dye-equivalent concentration above about 10 nM; inconclusive = mostly about 1.1 nM to 9.6 nM
BRCT inh green: qHTS Assay for Inhibitors of BRCT-Phosphoprotein Interaction (Green Fluorophore). BRCA1 BRCT-phosphopeptide binding, green fluorescence polarization. AID 875, 2007. Potency, µM (highest dose often 76.9 µM), without a hit: at the top dose activity change, negative = inhibition, usual class: inhibitors. 75,000 tested, 0.05% active;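 also: potency is read from the fitted curve at half-maximal effect; plate controls were peptide without protein for full effect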
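Compounds were incubated for 12 min at room temperature with a complex of 100 nM fluorescein-tagged pBACH1 decapeptide and 250 nM His-tagged BRCT protein. Buffer was phosphate pH 7.3 with EDTA, DTT and Tween 20. Disruption of binding lowers the polarization signal.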
Casp7 inh: qHTS Assay for Allosteric/Competitive Inhibitors of Caspase-7. recombinant caspase-7, Ac-DEVD-AFC fluorescence rate. 75,000 tested, 0.02% active. P55210. Potency, µM (top dose mostly 57.5 µM), inactives show at the top dose activity change, negative = inhibition, usual class: inhibitors; active = well fitted inhibition curve with a large enough effect in the main read-out, with a control signal flat, not every such curve was filed as active; inconclusive = small, poorly fitted or top-dose-only effect, or a change in a side signal; also: potency is read from the fitted curve at half-maximal effect; % of control where 0% means no effect
An asterisk follows results filed as active; i = inactive; u = inconclusive; x = no result given; & = joins results of further samples; [ ] = another dose, or the depositor's remark. Unless noted, calls follow the shape of the dose curve; as a rule, active = well fitted curve in the direction sought with a large enough effect; inconclusive = small, poorly fitted or top-dose-only effect, or another doubt; inactive = no such curve, though single readings can be large; an effect the other way counts as inactive or inconclusive. A portion of the library; rates above refer to the full screens.

SMILES	BRCT inh red	Rhodamine fluor	Caspase-1 inhib	USP2a inh	Texas Red fluor	4MU fluor	Fluorescein autfl	HEK293 cAMP cs	A350 fluor	BRCT inh green	Casp7 inh
CN(Cc1ccco1)c1nc(-c2ccccc2Cl)nc2ccccc12	1.5%	i	2.5%	-17.2%	i	i	i	23.4%	i	-2.1%	-3.3%
O=C(NC1CC1)c1ccc(CSCc2cccc(F)c2)o1	1.7%	x	-3.8%	x	x	x	x	19.9%	x	0.3%	-3.8%
COc1ccc(S(=O)(=O)Cc2ccc(C(=O)N3CCCC3)o2)cc1	1.2%	x	-3.4%	x	x	x	x	2.1%	x	-3.4%	-0.7%
O=C(NC1CCCc2ccccc21)C1CCN(c2c(N3CCCC3)c(=O)c2=O)CC1 (stereo unspecified)	0.1%	x	0.4%	x	x	x	x	-3.3%	x	1.2%	0.1%
CCc1ccc(C(=O)CC2(O)C(=O)N(CN3CCOCC3)c3ccccc32)cc1 (stereo unspecified)	-1.6%	i	-0.4%	-12.5%	i	i	u	u	i	-0.7%	-0.6%
CCC(=O)OCN1C(=O)C=CC1=O	-0.2%[15.4 µM]	i	3.4%[11.5 µM]	x	i	i	i	5.2%[11.4 µM]	i	1.1%[15.4 µM]	2.3%[11.5 µM]
O=C(C1CCCN(c2nnc(-n3cccc3)s2)C1)N1CCN(c2ccccc2)CC1 (stereo unspecified)	-0.4%	x	-0.4%	x	x	x	x	-8.3%	x	-1.5%	-1.1%
Clc1ccc(Cn2ncc3c(NCc4ccco4)ncnc32)c(Cl)c1	0.3%	i	-2.7%	31.3%[activator]	i	i	i	3.2%	i	-2.0%	-2.5%
CCOC(=O)N1CCN(S(=O)(=O)c2cccc3cccnc23)CC1	0.1%	i	2.4%	-2.8%	i	i	u	-3.9%	i	-1.4%	0.4%
O=C(c1ccc2c(=O)n(C3CCCC3)c(=S)[nH]c2c1)N1CCN(C2CCCCC2)CC1	-1.4%	i	-0.9%	20.4%	i	i	i	7.9%	i	-0.1%	2.2%
CC(=O)OC(C(=O)NC1CCCCC1)c1ccccc1 (stereo unspecified)	0.0%	i	1.6%	11.1%	i	i	i	u	i	-2.7%	0.6%
CCOC(=O)c1ccc(N2CSC3=C(C#N)C(c4ccc(OC)cc4OC)CC(=O)N3C2)cc1 (stereo unspecified)	2.0%	x	-4.3%	x	x	x	x	7.0%	x	-2.0%	-4.1%

Quoted from the listing.
Entry for CCc1ccc(C(=O)CC2(O)C(=O)N(CN3CCOCC3)c3ccccc32)cc1 (stereo unspecified) under Caspase-1 inhib: -0.4%
Entry for CCOC(=O)c1ccc(N2CSC3=C(C#N)C(c4ccc(OC)cc4OC)CC(=O)N3C2)cc1 (stereo unspecified) under Caspase-1 inhib: -4.3%

(listing goes on)
SMILES	BRCT inh red	Rhodamine fluor	Caspase-1 inhib	USP2a inh	Texas Red fluor	4MU fluor	Fluorescein autfl	HEK293 cAMP cs	A350 fluor	BRCT inh green	Casp7 inh
O=C(Nc1ccc2c(c1)nc1n2CCN(C2CCCCC2)C1)c1ccco1	0.0%	i	u	15.2%	i	u	u	0.3%	u	-3.0%	u
O=C(c1ccco1)N1CCC2(CCCN(Cc3ccncc3)C2)CC1	-1.9%	i	-4.1%	45.5%[activator]	i	i	i	14.3%	i	2.2%	-2.8%
COc1ccc(-c2noc(CSc3nnc(CCc4ccccc4)n3-c3ccccc3)n2)cc1OC	0.4%	i	-4.6%	7.8%	i	i	i	u	i	-2.1%	-4.6%
CCCCCN(C(=O)NC(=O)Nc1ccccc1C)S(C)(=O)=O	0.1%	i	-1.1%	0.2%	i	i	i	6.3%	i	-1.9%	-0.5%
CCC(=O)N1CCc2cc(S(=O)(=O)CCC(=O)N3CCc4ccccc4C3)ccc21	0.2%	i	-1.1%	7.4%	i	i	i	17.0%	i	-1.7%	0.7%
O=C(CS(=O)(=O)Cc1ccccc1)N1CCN(c2cccc(C(F)(F)F)c2)CC1	-2.1%	i	-1.9%	28.1%	i	i	i	21.9%	i	-1.0%	-3.2%
C=CCn1c(SCC(=O)Nc2cccc(OC)c2)nnc1-c1cccnc1	-0.2%	x	-10.2%	x	x	x	x	9.4%	x	-2.6%	-0.5%
O=C(CSc1nc(O)cc(=O)n1-c1ccccc1)N1CCCCC1	0.7%	i	-4.1%	15.4%	u	i	u	-6.0%	u	-1.4%	-0.1%
O=C(c1ccc2c3c(cccc13)CC2)N1CCN(c2ncccn2)CC1	-1.4%	i	-0.1%	22.1%	i	i	u	20.4%	i	2.5%	-4.2%
O=C(O)c1cc(Nc2nc(N3CCOCC3)nc(N3CCOCC3)n2)ccc1Cl	0.6%	i	1.4%	-9.8%	i	i	u	4.0%	i	1.5%	1.8%
O=C(c1cnccn1)N1CCC[C@@]2(CCN(c3ccncc3)C2)C1	0.8%	i	-12.1%	-30.0%	i	i	i	10.1%	i	-5.8%	0.3%
Cc1nn(C)c(C)c1S(=O)(=O)N(CC(=O)NCCN1CCOCC1)c1ccc(C(C)C)cc1	-0.9%	x	1.2%	x	x	x	x	-4.6%	x	0.2%	-1.0%
CCCCOc1ccc(C(O)(CCC)CCN2CCOCC2)cc1 (stereo unspecified)	-0.3%	i	1.5%	31.2%[activator]	u	i	i	u	i	0.6%	2.4%
O=C(CCc1nc2ccccc2[nH]c1=O)OCC(=O)N1CCc2ccccc21	0.5%	i	-2.7%	38.6%[activator]	i	1.48e-08M*	u	0.7%	2.08e-08M*	0.9%	-0.2%
O=C(COC(=O)c1ccc2c(c1)OCCO2)NCCC1=CCCCC1	0.2%	i	1.1%	8.4%	u	i	u	u	i	-2.5%	-1.2%
Cc1ccc(C)c(N2CCN(C(=O)CCCn3c(=S)[nH]c4cc5c(cc4c3=O)OCO5)CC2)c1	-1.2%	i	-4.3%	32.0%[activator]	i	i	i	u	i	0.3%	-4.0%
Cc1oc2nc(SCCCC(=O)NCCCO)nc(N)c2c1C	x	i	x	x	i	i	u	x	i	x	x
Cc1ccc(C2CCN(C(=O)Nc3ccccc3)C2)cc1 (stereo unspecified)	-0.5%	i	1.2%	-14.6%	i	i	u	u	i	-4.2%	1.9%
O=C(NC1CCCCC1)NC1CCN(S(=O)(=O)Cc2ccccc2)CC1	-3.9%	i	-0.3%	-22.8%	i	u	i	9.1%	u	-1.4%	1.1%
CCc1ccccc1-n1c(SCC(=O)Nc2ccc3c(c2)OCCO3)nc2[nH]ncc2c1=O	0.0%	i	-3.7%	44.6%[activator]	u	i	i	-17.3%	i	0.2%	-3.4%
Clc1cccc(Cl)c1COc1ccccn1	0.8%	i	-0.2%	-1.1%	i	i	i	9.7%	i	-0.8%	-0.9%
CCOc1cc(CN2CCCCC2)ccc1OC	1.0%	i	0.7%	-3.7%	i	i	i	4.3%	i	-1.0%	0.8%
Cc1ccc(CN2C(=O)CCC2C(=O)NCc2ccc(F)cc2)cc1 (stereo unspecified)	1.3%	i	0.5%	4.9%	i	i	u	5.2%	i	0.4%	-2.2%
Cc1ccc(-n2[nH]c(C)c(/C=N/c3ccccn3)c2=O)cc1	0.7%	i	-1.8%	4.8%	i	i	i	u	i	-1.1%	-1.0%
CCOC(=O)CSC1=Nc2ccccc2C2=NC(CC(=O)NCc3ccc(OC)cc3)C(=O)N12 (stereo unspecified)	1.2%	i	-2.0%	11.8%	i	1.86e-08M*	i	3.1%	1.72e-08M*	-0.5%	2.1%
CCOC(=O)c1ccc(N2C(=O)CC(N3CCOCC3)C2=O)cc1 (stereo unspecified)	0.6%	i	1.4%	-0.9%	i	i	i	-1.1%	i	-0.7%	-0.8%
CC(=O)OC1c2c(ccc3ccc(=O)oc23)OC(C)(C)C1OC(=O)CC(C)C (stereo unspecified)	1.0%&-1.9%	x	-1.1%&-4.0%	5.5%&-2.8%	x	x	x	u	x	0.7%&1.9%	-2.9%&1.5%
CCN1CCN(C(=O)N[C@@H](C(=O)N[C@@H]2C(=O)N3[C@@H]2SC(C)(C)[C@@H]3C(=O)O)c2ccccc2)C(=O)C1=O	x	i	x	x	i	i	u	x	i	x	x

Four entries out of the list, sorted by molar mass, high to low:
SMILES	BRCT inh red	Rhodamine fluor	Caspase-1 inhib	USP2a inh	Texas Red fluor	4MU fluor	Fluorescein autfl	HEK293 cAMP cs	A350 fluor	BRCT inh green	Casp7 inh
CC(=O)OC1c2c(ccc3ccc(=O)oc23)OC(C)(C)C1OC(=O)CC(C)C (stereo unspecified)	1.0%&-1.9%	x	-1.1%&-4.0%	5.5%&-2.8%	x	x	x	u	x	0.7%&1.9%	-2.9%&1.5%
CCOC(=O)c1ccc(N2C(=O)CC(N3CCOCC3)C2=O)cc1 (stereo unspecified)	0.6%	i	1.4%	-0.9%	i	i	i	-1.1%	i	-0.7%	-0.8%
Cc1ccc(-n2[nH]c(C)c(/C=N/c3ccccn3)c2=O)cc1	0.7%	i	-1.8%	4.8%	i	i	i	u	i	-1.1%	-1.0%
CCOc1cc(CN2CCCCC2)ccc1OC	1.0%	i	0.7%	-3.7%	i	i	i	4.3%	i	-1.0%	0.8%
